Assay outcomes (PubChem)
SIRT5 inh – blocks human SIRT5 desuccinylation of peptide. Q9NXA8. Purified SirT5, succinyl-peptide AMC, trypsin-coupled fluorescence. inhibition, % at 15 µM. 330,000 tested, 1.1% active; in the data active = inhibition above about 15%; inconclusive = no clear call, values can overlap the other calls
Target sequence (Q9NXA8 whole entry, looked up): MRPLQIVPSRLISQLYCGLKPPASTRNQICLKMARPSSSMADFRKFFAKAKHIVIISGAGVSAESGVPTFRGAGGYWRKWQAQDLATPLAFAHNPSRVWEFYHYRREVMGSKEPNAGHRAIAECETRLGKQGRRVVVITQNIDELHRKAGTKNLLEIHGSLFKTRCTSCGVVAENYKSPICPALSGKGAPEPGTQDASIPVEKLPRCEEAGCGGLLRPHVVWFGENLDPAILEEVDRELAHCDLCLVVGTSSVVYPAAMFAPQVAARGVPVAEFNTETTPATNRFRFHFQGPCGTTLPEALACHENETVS
EWS-Fli inh – blocks EWS/Fli oncoprotein-driven transcription; A673 NR0B1-luciferase reporter, viability-normalised; inhibition, % at 12.6 µM; 350,000 tested, 0.67% active; AID 651661;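 active = mean inhibition of at least 50% after viability correction, with every replicate also passing that limit; inconclusive = mean reaches 50% but only one of two replicates passes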;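 note: firefly luciferase signal divided by Alamar Blue viability fluorescence both relative to DMSO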
LGR2 antag – blocks bursicon-induced cAMP signaling via Drosophila LGR2; HEK293 LGR2, CRE-luciferase, bursicon-stimulated, 4 h; inhibition, % at 9.99 µM; 380,000 tested, 0.35% active; AID 720647;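 active = drop in luminescence signal, shown as inhibition above about 50% in the replicate tests, limit read from the data, passing the limit was not always enough; inconclusive = probably only some replicates passing the limit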;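 note: agonist challenge used bursicon conditioned medium at about half maximal strength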
ARNT-TACC3 inh – disruptors of human ARNT/TACC3 interaction. AID 623870. inhibition, % at 9.99 µM. Q9Y6A5. 390,000 tested, 0.66% active. AlphaScreen His-ARNT PAS-B/GST-TACC3 binding, luminescence; TACC3 fragment carries E629A point mutation;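 active = mean inhibition of replicates at least 50% and at least half of replicates each reaching 50%; inconclusive = half or more replicates reach 50% but mean below 50%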;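 note: 0% = complete ARNT plus TACC3 wells and 100% = ARNT alone without TACC3; many hits fall short of the cut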
DENV2 CPE rescue – protects cells from dengue virus 2 cytopathic effect; AID 651640; 350,000 tested, 1.7% active; CPE inhibition, % at 9.99 µM; DENV2-infected cells, cytopathic effect rescue, plate reader; in the data active = CPE inhibition above about 20%, passing the limit was not always enough; inconclusive = no clear call, values can overlap the other calls; tested in BHK-21 cells;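 note: 0% = median of neutral control wells and 100% = median of positive control wells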
PAX8 reporter – lowers PAX8-driven luciferase in RMG-I cells | 360,000 tested, 1.2% active | inhibition, % at 12.6 µM | RMG-I TPO-luciferase reporter, SteadyGlo, 24 h;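 active = mean replicate inhibition at least 60% with every replicate also reaching 60%; inconclusive = only one of the two criteria is met; inactive = mean below 60% and not all replicates reaching 60%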;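 note: luciferase light reporting Pax8 driven TPO promoter activity; plate controls were median of neutral control wells for no effect and mitoxantrone controls for full effect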
Casp6 inh – caspase-6 (human) enzyme inhibition; P55212; purified caspase-6, Z-VEID-R110 cleavage fluorescence; inhibition, % at 12.5 µM; 350,000 tested, 0.53% active; AID 686996;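 active = mean inhibition across replicates at least about 35%, with every replicate also reaching that limit, limit read from the data; inconclusive = only one of the two criteria met; inactive = neither criterion met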;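 note: 0% = median of neutral control wells and 100% = no fluorescence left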
Target sequence (P55212 24-179 limits assumed): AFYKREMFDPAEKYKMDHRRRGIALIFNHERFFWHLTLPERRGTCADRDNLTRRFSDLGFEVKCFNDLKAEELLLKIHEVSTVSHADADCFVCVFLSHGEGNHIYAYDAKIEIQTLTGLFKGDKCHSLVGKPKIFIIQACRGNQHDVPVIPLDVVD
Target sequence (P55212 194-293 limits assumed): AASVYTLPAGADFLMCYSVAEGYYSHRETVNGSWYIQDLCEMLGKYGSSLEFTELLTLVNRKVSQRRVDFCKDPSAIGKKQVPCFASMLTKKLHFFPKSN
The depositor's hits bear a star; ? = inconclusive; · = not tested or not shown. The order is random. Share with any hit: about 4.9%.

cpd	compound	SIRT5 inh	EWS-Fli inh	LGR2 antag	ARNT-TACC3 inh	DENV2 CPE rescue	PAX8 reporter	Casp6 inh
1	O=C(O)CSCC(=O)N1N=C2/C(=C/c3ccccc3)CCCC2C1c1ccccc1 (stereo not given)	2	3	2	8	-4	27	4
2	CC(=O)NC[C@H]1[C@@H](c2ccc(C#C[C@H](C)O)cc2)[C@@H](CO)N1Cc1ccccn1	-2	4	-5	·	3	·	0
3	O=C(CSc1nncn1-c1cccnc1)Nc1cccc(C(F)(F)F)c1	-8	-4	12	-7	6	14	0
4	C/C(Cn1nnc([N+](=O)[O-])n1)=N\NC(=O)c1ccccc1Cl	-3	22	-1	-5	3	·	3
5	COc1ccc(-n2nc(C(=O)NCC(=O)N3CCCCC3)c3ccccc3c2=O)cc1	-1	-38	1	-2	3	-10	0
6	CCOC(=O)C1CCCN(C(=O)c2ccc(CNc3c(N4CCC(C)CC4)c(=O)c3=O)cc2)C1 (stereo not given)	0	-15	-1	-10	0	-4	-1
7	CC(=O)c1cccc(CN2CCN(CCc3ccccc3)C(CCO)C2)c1 (stereo not given)	-1	12	1	-10	1	-13	1
8	C[C@H]1COC(=O)[C@H](Cc2ccc(F)cc2)CC/C=C/C[C@@H](CC(=O)N[C@@H](CO)Cc2ccccc2)C(=O)N1	2	8	7	-1	18	20	-3
9	COC(=O)c1cc2c(c3c4ccccc4n(S(=O)(=O)c4cccc(C)c4)c13)C(=O)N(Cc1ccccc1)C2	·	21	-13	·	-1	21	-2
10	O=C(Cc1cccc(NC(=O)C2CCCN(C(=O)C3CC3)C2)c1)Nc1cccc(C(=O)N2CCOCC2)c1 (stereo not given)	-4	2	10	0	2	5	2
11	CCOc1cc(C2C3=C(CC(C)(C)CC3=O)N(CCOC)C3=C2C(=O)CC(C)(C)C3)ccc1OC	2	9	-3	-7	4	-3	0
12	CCN(CC)c1ccc(C=C2C(=O)OC(c3ccccc3)OC2=O)cc1 (stereo not given)	-1	-2	-8	·	-3	-14	-1
13	O=C(Nc1ccncc1)Nc1ccc(F)cc1	-2	-12	-18	-3	10	-21	-1
14	CCCCC(=O)OC1CCC2C3CCc4cc(O)ccc4C3CCC12C (stereo not given)	0	19	·	-1	-8	-2	0
15	CCC(C)(CN(C)C)OC(=O)c1ccccc1 (stereo not given)	-1	-6	10	0	11	-2	-4
16	CN(c1ccc(O)cc1)c1nc(O)c(C2=c3ccccc3=NC2=O)s1	20*	-101	-31	-45	-4	-108	4
17	C[C@H]1CCCCO[C@H](CN(C)Cc2ccc(C(F)(F)F)cc2)[C@@H](C)CN([C@@H](C)CO)C(=O)c2cc(NS(=O)(=O)c3ccccc3)ccc2O1	20*	15	19	14	-2	65*	-1
18	Cc1cccc(NC2=C/C(=N/S(=O)(=O)c3cccs3)c3ccccc3C2=O)c1	·	·	-3	-6	·	-2	·
19	CCOc1ccc(-c2cc(C(=O)NCCCn3ccnc3)c3ccccc3n2)cc1	-12	-34	-60	-2	-4	-30	-3
20	COc1ccc(C2CC(c3ccc(OC)cc3)n3nc(NS(C)(=O)=O)nc3N2)cc1 (stereo not given)	-1	-2	-7	2	16	-14	0
21	O=[N+]([O-])c1ccccc1CN1CCN(S(=O)(=O)c2ccccc2)CC1	-1	9	0	15	7	-6	2
22	COCCCNc1ccn2nc(-c3cccc(OCc4ccccc4)c3)cc2n1	0	-30	·	·	9	-43	-2
23	COc1ccc(NC(=O)Nc2ccc3c(c2)C(=O)N([C@@H](C)CO)C[C@@H](C)[C@H](CN(C)C(=O)Nc2ccc(C(F)(F)F)cc2)OCCCC[C@@H](C)O3)cc1	18*	-2	15	18	?	-12	0
24	CC(C)NC(=O)Nc1ccc2c(c1)C(=O)N([C@@H](C)CO)C[C@H](C)[C@H](CN(C)C(=O)C1CCCCC1)OCCCC[C@H](C)O2	-2	-2	-8	-2	-4	3	0
25	CN(C)c1nc(-c2cn(CCC#N)c3ccccc23)cs1	1	-22	8	5	2	26	-7
26	O=C(Nc1ccc(Cl)c(S(=O)(=O)N2CCCCC2)c1)c1ccncc1	11	14	10	4	-3	19	4
27	Cc1c(C#N)c(O)n(CCO)c(=O)c1N=Nc1ccc2c(c1)COC2=O	9	12	18	3	-7	-17	6
28	COc1ccccc1NCc1nnc(-c2ccccc2)o1	-4	-23	8	-3	0	-11	3
29	O=C1CCN(C(=O)Cc2ccccc2)c2ccccc21	-3	6	8	·	?	10	0
30	CCOc1ccc2[nH]c(C(=O)N/N=C/c3ccc(OC)cc3)cc2c1	-6	?	-11	-5	-10	15	-4
31	O=c1c(Cl)c(Cl)cnn1Cc1ccc(F)cc1	-2	41	?	-10	-3	55	0
32	CCCCC(CC)Cn1c(N)c(C#N)c2nc3ccccc3nc21 (stereo not given)	-7	0	5	-12	?	·	-1
33	CC(=O)Nc1scc(C)c1-c1nc2ccccc2s1	2	-2	·	-9	50*	-5	-2
34	O=c1[nH]cccc1-c1nc2ccccc2n1Cc1ccccc1F	-43	-2	3	-4	?	4	-3
35	CCC(C)Sc1ccc([C@@H]2[C@@H]3C(=O)N(C)C(=O)[C@@H]3[C@]3(C(=O)OC)CCCCN23)cc1 (stereo not given in full)	·	4	6	-25	2	0	-2
36	COCC(=O)N(C)C[C@H]1Oc2cc(C3=CCCCC3)ccc2S(=O)(=O)N([C@H](C)CO)C[C@H]1C	-2	-4	14	-1	-3	·	0
37	CCOC(=O)C1(C)CCN1C(=O)c1ccc(-c2ccccc2)cc1 (stereo not given)	-2	-10	-30	·	5	-55	1
38	C[C@@H]1CN([C@H](C)CO)C(=O)Cc2cc(NC(=O)Cc3cn(C)c4ccccc34)ccc2O[C@@H]1CN(C)Cc1ccc(-c2ccccc2)cc1	3	-2	9	·	0	·	0
39	COc1cc(OC)cc(C(=O)NC(=S)N(Cc2ccccc2)C(C)C)c1	1	14	-9	16	6	-2	1
40	COc1cc(/C=N/NC(=O)c2cccnc2)ccc1OCC(=O)Nc1ccc(C)cc1	-10	-19	·	-4	-2	8	-4
41	COC(=O)c1scc(C)c1NC(=O)CSc1ccc(Cl)cc1	-2	0	-3	-11	-4	-9	1
42	Cc1cc(=O)[nH]c(NN=Cc2cc(Br)ccc2O)n1	-1	1	-4	64*	2	17	·
43	COc1ccc2c3c(n(C)c2c1)[C@H](CO)N(C(=O)CC1CC1)CC31CCN(Cc2ccncc2)CC1	3	7	18	·	1	-17	-3
44	COc1cccc(N2CCN(c3ccc4nnc(CCC(=O)Nc5cc(C)ccn5)n4n3)CC2)c1	1	-10	7	5	6	3	3
45	C=CCn1c(CSCc2ccccc2)nnc1SCC(=O)N1CCN(c2ccccc2)CC1	·	·	1	-14	·	5	-1

Sorted by the number under DENV2 CPE rescue (falling): three from the list above.
cpd	canonical_smiles	DENV2 CPE rescue
15	CCC(C)(CN(C)C)OC(=O)c1ccccc1 (stereo not given)	11
21	O=[N+]([O-])c1ccccc1CN1CCN(S(=O)(=O)c2ccccc2)CC1	7
3	O=C(CSc1nncn1-c1cccnc1)Nc1cccc(C(F)(F)F)c1	6

Other results
cpd	compound	SIRT5 inh	EWS-Fli inh	LGR2 antag	ARNT-TACC3 inh	DENV2 CPE rescue	PAX8 reporter	Casp6 inh
46	COCC(=O)N1CCC(Oc2ccc(C(=O)N3C[C@H]4CC[C@H]3C4)cc2)CC1	1	-6	6	0	4	6	0
47	COc1ccc(NC(=O)C(NC(=O)Cc2cccs2)c2ccccc2)cc1 (stereo not given)	-1	-3	-10	-4	-5	41	-7
48	O=C(CC(=O)N1CCN(c2ccccn2)CC1)Nc1ccc2nc3n(c(=O)c2c1)CCCCC3	0	-5	-6	1	-1	11	-2
49	COc1ccc(/C=N/Nc2nc(-c3cccc(S(=O)(=O)N4CCCC4)c3)cs2)c(OC)c1	·	11	20	-1	-8	37	-1
50	CCNc1nc(NOC)nc(OCC#N)n1	-5	0	-5	-3	-4	11	0
51	O=C(C1CCC1)N1CCCCN2[C@H](CO)[C@@H](c3ccc(-c4ccncc4)cc3)[C@H]2C1	·	5	-11	-6	·	-12	·
52	C[C@@H]1CN([C@@H](C)CO)C(=O)c2cc(C#CC3CCCCC3)cnc2O[C@H]1CN(C)Cc1cncnc1	-2	3	-10	-1	-8	·	1
53	CO[C@@H]1CN(C)C(=O)c2cc(NC(=O)Nc3ccccc3Cl)ccc2OC[C@H](C)NC[C@H]1C	3	0	4	-2	-11	·	0
54	C[C@H]1CN([C@@H](C)CO)C(=O)c2cc(NC(=O)Nc3ccccc3)ccc2O[C@H]1CN(C)C(=O)NC1CCCCC1	-2	-5	4	-5	4	1	2
55	CN1CCC(OC(=O)COc2ccc(F)cc2)CC1	0	3	-1	-4	-4	14	4
56	COc1cc(OC)cc(C(=O)N2CCC(C(=O)N3CCOCC3)CC2)c1	-1	3	-6	-4	-6	-13	4
57	Cc1[nH]c2ccccc2c1/C=N\NC(=O)Cn1nnc(-c2ccccc2)n1	-2	-10	0	25	2	-8	-1
58	Cc1ccc(NC(=O)Cc2nc(COC(=O)Cc3cccc(C(F)(F)F)c3)cs2)cc1	0	-27	0	1	-5	-26	-5
59	COc1ccc(N2CCN(C(=S)Nc3ccc(OC)cc3OC)CC2)cc1	0	4	7	3	4	14	-1
60	CC1(C(=O)NS(=O)(=O)c2cccc(F)c2)CCN1C(=O)c1ccco1 (stereo not given)	-3	3	5	·	14	-5	-2
61	CC(C)(C)Cc1nnc(NC(=O)Cc2cccs2)s1	29*	-6	-46	·	0	-22	9
62	CC(C)NC(=O)N1[C@H](C#N)[C@@H](c2ccc(C#CC3CC3)cc2)[C@@H]1CO	5	-13	10	4	-16	-12	-2
63	COC(=O)c1cccc(NC(=O)c2ccc(S(=O)(=O)N(C)c3ccccc3OC)cc2)c1	·	5	?	·	3	22	0
64	CC(NC(=O)c1ccccc1)c1nnc(SCC(=O)NC2CCCC2)n1C (stereo not given)	-2	-2	15	-14	1	-4	·
65	CCN(CC)CCNC(=S)Nc1ccc2nc3n(c(=O)c2c1)CCCCC3	-3	-1	17	-1	-10	10	2
66	CCOc1ccc(Cn2c(=O)sc3ccccc32)cc1OC	-5	-5	1	22	4	0	5
67	COc1ccccc1/C=C/C(=O)NCC(=O)N/N=C/c1ccccc1	-1	3	3	·	1	11	-1
68	CCn1c(COc2ccccc2C)nnc1SCC(=O)N1CCN(c2ccccc2)CC1	·	·	-12	3	·	·	1
69	CC(C)(C)C1CCC(=NNC(=O)C(=O)NC2CCCCC2)CC1 (stereo not given)	·	·	9	-3	·	11	·
70	C/C=C(\C)C(=O)OC1CC(C)(C)C[C@H]2C3=CC[C@@H]4[C@@]5(C)CCC(O[C@@H]6O[C@@H](C(=O)O)[C@@H](O)C(O[C@@H]7OC[C@H](O)[C@@H](O)[C@@H]7O[C@@H]7OC(CO)C(O)[C@@H](O)[C@@H]7O)C6O[C@@H]6OC(CO)C(O)C(O)C6O)[C@@](C)(CO)[C@@H]5CC[C@]4(C)[C@]3(C)CC(O)[C@@]12CO (stereo not given in full)	1	24	8	-10	-5	75*	58*
71	CCCCn1c(=O)[nH]c(=O)c2c1nc(-c1ccc(OC(F)F)c(OC)c1)n2C	·	1	10	9	15	-11	0
72	COc1ccc2c3c(n(C)c2c1)[C@H](CO)N(C(=O)Nc1ccccc1F)CC31CN(C(=O)c2ccccc2F)C1	6	-4	-27	·	-17	5	-1
73	O=C(Nc1ccc2c(c1)[C@@H]1C[C@@H](CC(=O)N3CCOCC3)O[C@H](CO)[C@@H]1O2)c1ccc2c(c1)OCO2	·	-12	-9	0	1	-8	·
74	CCc1cc(-c2n[nH]c(C)c2-c2ccccc2Cl)c(O)cc1OC	1	-68	0	-2	0	-18	-1
75	O=c1c2ccccc2nc(-c2ccccc2)n1O	0	7	15	-3	-2	0	-3
76	CCNC(=O)c1cc2c(c(-c3cccc(-c4ccccc4F)c3)n1)[C@H](CCO)N(C(=O)CC1CC1)C2	4	32	7	·	-10	·	29
